JMJD2C inh: inhibitors of human GASC-1 (JMJD2C) demethylase. Q9H3R0. GST-JMJD2C(1-420) H3K9me3 demethylation, DELFIA europium. inhibition, % at 2.35 µM. 0.069% of 330,000 active. AID 2099;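 active means more than half of a compound's replicate wells show inhibition beyond 50%, single wells judged on their own value; inconclusive means some, but no more than half, of replicates pass 50% inhibition; inactive means no replicate passes 50% inhibition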;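 further: signal counts dimethyl H3K9 product captured on neutravidin plate; 0% = median of DMSO wells and 100% = 0.3 times that DMSO median; strong numbers were not always called active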
Target sequence (Q9H3R0 1-420 limits assumed): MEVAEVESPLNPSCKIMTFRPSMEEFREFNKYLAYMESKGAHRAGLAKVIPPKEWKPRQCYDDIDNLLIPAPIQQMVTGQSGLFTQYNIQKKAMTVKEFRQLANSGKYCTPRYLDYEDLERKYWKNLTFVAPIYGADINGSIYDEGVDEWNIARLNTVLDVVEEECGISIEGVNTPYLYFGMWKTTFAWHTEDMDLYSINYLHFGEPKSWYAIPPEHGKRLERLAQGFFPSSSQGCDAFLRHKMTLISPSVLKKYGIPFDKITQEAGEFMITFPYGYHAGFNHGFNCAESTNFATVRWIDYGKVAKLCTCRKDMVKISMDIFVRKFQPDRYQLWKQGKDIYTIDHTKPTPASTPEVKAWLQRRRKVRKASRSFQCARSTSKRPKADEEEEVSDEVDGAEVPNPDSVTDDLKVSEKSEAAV
MEP2-GFP yeast: yeast TOR pathway MEP2-GFP modulation; S. cerevisiae MEP2-GFP strain, flow cytometry GFP, 3 h; 100% = DMSO control level; GFP response vs DMSO, % at 10 µM; 0.51% of 330,000 active;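 active means GFP response versus DMSO above a set limit, roughly screen mean plus 3 SD, cut at about 180% in these data; inconclusive means fewer than 70 cells counted for a yeast strain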;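 further: median GFP fluorescence of the barcode-gated MEP2-GFP cells per well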
AGP1-GFP MLPCN: modulators of TOR pathway AGP1-GFP in S. cerevisiae; S. cerevisiae AGP1-GFP multiplex flow cytometry, 3 h; GFP as percent of DMSO wells; GFP response vs DMSO, % at 10 µM; 0.02% of 320,000 active; AID 2066;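 active means GFP response relative to DMSO above a set limit, near screen average plus 3 SD, cut at about 150% in these data; inconclusive means fewer than 70 cells counted for the yeast strain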;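 further: median GFP channel fluorescence of the gated AGP1 strain per well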
VLA-4 inh: inhibition in a human VLA-4 binding assay. P13612. VLA-4 expressing cells, ligand binding flow cytometry. inhibition, % (about 7 µM as worked out from the volumes in the protocol). 0.2% of 330,000 active. AID 2557; in the data active means inhibition above about 50%
GRK2 aptamer HTS: human GRK2 inhibition via aptamer displacement; P25098; bead flow cytometry, FAM-aptamer displacement from GRK2; inhibition of aptamer binding, % at 10 µM; 0.59% of 330,000 active;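 active means inhibition of aptamer binding above 40%, roughly 3 SD of noise, on plates passing a quality check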;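 further: median bead fluorescence of bound FAM aptamer so fluorescent compounds give negative values; no value below 0 was filed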
Target sequence (P25098 whole entry, looked up): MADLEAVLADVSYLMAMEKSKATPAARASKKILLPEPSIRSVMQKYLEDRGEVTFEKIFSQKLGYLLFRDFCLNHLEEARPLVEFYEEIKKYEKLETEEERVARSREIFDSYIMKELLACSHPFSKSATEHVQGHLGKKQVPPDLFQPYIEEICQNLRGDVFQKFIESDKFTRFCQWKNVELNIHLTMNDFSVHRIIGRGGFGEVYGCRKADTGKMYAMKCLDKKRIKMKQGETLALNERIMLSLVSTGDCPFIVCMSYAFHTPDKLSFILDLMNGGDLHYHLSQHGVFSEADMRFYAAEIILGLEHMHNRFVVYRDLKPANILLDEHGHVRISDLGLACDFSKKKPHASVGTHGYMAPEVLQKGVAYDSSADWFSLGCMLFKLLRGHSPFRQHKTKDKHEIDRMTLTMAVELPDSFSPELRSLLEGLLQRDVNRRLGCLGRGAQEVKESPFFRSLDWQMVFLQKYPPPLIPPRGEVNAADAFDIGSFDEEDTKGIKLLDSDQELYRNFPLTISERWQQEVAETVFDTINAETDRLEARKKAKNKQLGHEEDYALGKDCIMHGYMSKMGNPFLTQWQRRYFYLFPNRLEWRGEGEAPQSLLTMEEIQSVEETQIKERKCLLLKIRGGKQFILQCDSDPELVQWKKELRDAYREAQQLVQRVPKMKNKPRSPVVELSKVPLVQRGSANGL
LAP4-GFP MLPCN: yeast TOR pathway LAP4-GFP modulation | AID 2023 | 0.34% of 320,000 active | GFP response vs DMSO, % at 10 µM | S. cerevisiae LAP4-GFP multiplex, flow cytometry GFP, 3 h; median GFP as percent of DMSO wells;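 active means GFP response vs DMSO above a set limit, about the screen mean plus 3 SD, cut at about 150% in these data; inconclusive means under 70 cell events counted for the yeast strain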
RPL19A TOR yeast: yeast TOR pathway RPL19A-GFP modulation; S. cerevisiae RPL19A-GFP strain, flow cytometry, 3 h; stronger effect = lower value; percent response vs DMSO, % at 10 µM; 0.3% of 330,000 active; AID 2025;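 active means percent response vs DMSO below 50%; inconclusive means fewer than 70 events counted for the yeast strain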;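 further: median channel GFP fluorescence of the barcoded RPL19A-GFP strain; ratio of sample median GFP to plate DMSO average so 100% = DMSO; lower means less RPL19A-GFP as with rapamycin TOR inhibition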
CIT2-GFP yeast: yeast TOR pathway CIT2-GFP modulation | 0.065% of 320,000 active | AID 2029 | GFP response vs DMSO, % at 10 µM | S. cerevisiae CIT2-GFP strain, flow cytometry, 3 h; 100 means same as DMSO wells;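 active means GFP response relative to DMSO above a set limit, near the screen mean plus 3 SD, cut at about 150% in these data; inconclusive means Fewer than 70 cells measured for a yeast strain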;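 further: ratio of well median GFP fluorescence to mean of DMSO wells on the plate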
* = called active by the depositor; ? = inconclusive; / = not tested or not shown; & = joins results of further samples; [ ] = another dose, or the depositor's remark.

entry	GRK2 aptamer HTS	VLA-4 inh	JMJD2C inh	MEP2-GFP yeast	LAP4-GFP MLPCN	CIT2-GFP yeast	RPL19A TOR yeast	AGP1-GFP MLPCN	molecule
1	7.0	-2.0	1.6	103.6	91.6	95.9	98.0	99.8	Cc1ccc2[nH]c(=O)c(CN(CCc3ccccc3)C(c3nnnn3Cc3ccco3)C(C)C)cc2c1 (centres undefined)
2	1.0	9.4	-3.0	107.8	100.8	96.3	97.4	97.1	COc1ccc(C(=O)NC2CC2)cc1OC1CCN(Cc2cc(C)cc(C)c2)CC1
3	0.0	-0.6	15.6	101.8	100.0	117.3	101.6	103.5	CC(C)CSC1=NSC2=NC(=O)/C(=C\c3cccs3)C(=N)N12
4	4.0	-46.9	-10.9	102.4	99.4	104.0	101.7	97.6	COC(=O)c1ccc(SC2CCCCC2)c([N+](=O)[O-])c1
5	2.0	2.0	-13.9	102.7	106.7	102.5	102.3	108.6	CCN1CN=C(NS(=O)(=O)c2ccc(C)cc2)NC1
6	0.0	12.5	2.3	94.8	85.0	91.4	94.2	85.2	COc1cc([N+](=O)[O-])ccc1NC(=O)NNC(=O)c1sccc1C
7	3.0	0.5	7.6	101.8	/	/	97.7	/	CCOC(=O)c1cnc(Nc2ccccc2)nc1C(F)(F)F
8	0.0	2.0	-2.7	111.4	137.1	107.2	100.8	113.0	COc1ccc(CC(=O)N/N=C/C=C/c2cccc([N+](=O)[O-])c2)cc1OC
9	2.0	5.7	30.2	89.1	90.5	93.4	91.7	91.3	CCOC(=O)N1CCC(N2CCN(c3cc(C)ccc3C)CC2)CC1
10	30.0	4.5	-1.7	105.2	100.1	107.0	111.1	108.4	Cc1ccc(-c2nc(CS(=O)CC(=O)N3CCN(c4ccc(F)cc4)CC3)c(C)o2)cc1 (centres undefined)
11	0.0	3.7	-2.6	96.0	103.6	109.0	101.8	103.9	Cc1ccc(-c2noc(C3CCCN(S(=O)(=O)c4ccc5ccccc5c4)C3)n2)o1 (centres undefined)
12	1.0	-2.9	6.9	83.2	90.7	82.5	97.5	87.4	COc1ccccc1-n1cccc1C=O

2 compounds from above, limited to RPL19A TOR yeast.
No. | mol | RPL19A TOR yeast
5 | CCN1CN=C(NS(=O)(=O)c2ccc(C)cc2)NC1 | 102.3
6 | COc1cc([N+](=O)[O-])ccc1NC(=O)NNC(=O)c1sccc1C | 94.2

The list goes on:
entry	GRK2 aptamer HTS	VLA-4 inh	JMJD2C inh	MEP2-GFP yeast	LAP4-GFP MLPCN	CIT2-GFP yeast	RPL19A TOR yeast	AGP1-GFP MLPCN	molecule
13	3.0	3.9	7.2	100.1	96.4	85.1	105.1	102.6	C=CCOC(=O)C1=C(C)NC(SCC(=O)Nc2nccs2)=C(C#N)C1c1ccc(Cl)cc1 (centres undefined)
14	0.0	1.4	-9.6	95.5	129.2	105.8	101.3	84.6	CCN1C(=O)[C@H]2[C@@H](c3ccc(C)cc3)N3C(=O)N(c4cccc(F)c4)C(=O)[C@@]3(CC)[C@H]2C1=O
15	0.0	1.4	-7.5	104.3	98.3	100.5	96.5	107.7	COc1ccc(N2CCN(C3CCCN(Cc4ccc(F)c(F)c4)C3)CC2)cc1 (centres undefined)
16	0.0	4.9	-1.9	101.5	93.2	97.5	94.3	106.8	O=C(NCCCO)C(=O)NCCc1ccc(Cl)cc1
17	5.0	-1.1	-16.8	92.5	97.7	100.0	104.8	98.7	CC1CC(C)CN(c2ccc([N+](=O)[O-])cc2-c2nn[nH]n2)C1 (centres undefined)
18	1.0	-2.3	12.1	107.2	107.5	104.7	102.3	104.8	NC(=O)c1ccc(C2SCC(=O)N2CCc2ccccc2)cc1 (centres undefined)
19	2.0	-0.8	-29.9	98.5	97.6	96.7	102.2	97.6	Cc1cc(C(=O)N/N=C/c2c(CO)cnc(C)c2O)c2ccccc2n1
20	6.0	6.3	-6.4	94.2	123.4	68.4	92.6	71.1	CC(C)(C)OC(=O)CNC(=O)c1nc[nH]c1C(=O)NCc1ccc(CNC(=O)OC(C)(C)C)cc1
21	2.0	-14.8	-1.0	101.3	116.6	65.7	89.7	94.5	COCc1nc2ccccc2n1Cc1ccc(Br)cc1
22	0.0	-3.4	-7.7	99.9	89.9	107.2	101.6	101.4	COc1ccc(NC(=O)c2cc(C)nc3ccccc23)cc1S(=O)(=O)Nc1ccccc1Cl
23	0.0	9.6	/	104.5	121.7	98.3	104.2	108.7	C=C(C)C(O)Cc1c(OC)ccc(C(=O)/C=C/c2ccc(O)cc2)c1O (centres undefined)
24	0.0	1.2	0.6	111.8	111.2	107.0	110.9	113.7	O=C(COc1ccc2ccc(=O)oc2c1)NCCc1c[nH]c2ccc(F)cc12
25	0.0	5.6	6.5	96.4	102.8	96.4	100.4	101.3	Oc1cccc(/C=N/N2CCN(C3c4ccccc4-c4ccccc43)CC2)c1
26	2.0	33.7	4.2	109.2	101.8	105.2	103.9	105.0	Cc1cccc(NC(=O)COC(=O)c2ccc3c(=O)n4c(nc3c2)CCC4)c1
27	0.0	6.5	22.9	103.2	92.7	102.7	99.4	100.6	COc1ccc(Cl)cc1NC(=O)CCc1nnc2ccc(N3CCN(C)CC3)nn12
28	0.0	17.9	4.3	98.5	105.6	99.9	95.7	100.4	CC(=O)Nc1ccc(Nc2ccc3c4c(cc(=O)n3C)-c3ccccc3C(=O)c24)cc1
29	1.0	17.8	-10.8	116.0	112.4	120.1	114.3	108.2	CC(=O)Nc1ccc(S(=O)(=O)NNC(=O)COc2ccc(C(C)(C)C)cc2)cc1
30	7.0	0.5	2.3	93.3	99.3	85.1	93.9	99.3	N#C/C(=C(/O)C(Cl)(Cl)Cl)c1nc2ccccc2[nH]1
31	1.0	-0.8	-10.8	94.2	87.6	86.4	84.1	84.2	O=C(NCCCN1CCCC1=O)c1cncc(Br)c1
32	5.0	-61.2	9.3	112.3	109.5	99.2	103.3	106.1	CSc1c(C#N)c(N)nc2sc(C(=O)c3ccc(Cl)c(Cl)c3)c(N)c12
33	2.0	13.1	-196.7	108.0	99.2	101.4	96.0	101.4	COc1ccc(C(=O)N2CCN(c3ccc(C)cc3C)CC2)cc1OC
34	0.0	6.9	0.2	104.8	105.6	97.4	97.5	100.3	CC(=O)c1cccc(OCC(=O)Nc2ccccc2N2CCOCC2)c1
35	1.0	15.3	12.6	101.3	94.0	101.6	95.9	96.4	COc1ccc(NC(=O)C2CCCN(c3cnccn3)C2)c(OC)c1 (centres undefined)
36	0.0	-8.7	-7.0	107.4	99.5	107.1	104.0	97.6	O=C(CN1CCC(NC(=O)Nc2ccccc2)CC1)Nc1ccc([N+](=O)[O-])cc1
37	0.0	-2.5	-37.3	102.1	103.0	102.2	103.0	100.3	CCCNC(=O)Nc1ccc(C(F)(F)F)cc1
38	0.0	-20.8	3.2	99.3	91.4	102.0	97.1	96.8	Cc1c(/C=N/NC(=O)c2ccc(O)cc2)c2ccccn2c1C(=O)c1ccc(F)cc1
39	1.0	3.6	3.9	108.8	96.6	106.8	107.1	110.4	O=C(CSc1ccc(F)cc1)N1CCOCC1
40	1.0	7.8	4.6	91.2	85.9	90.4	94.4	94.8	CC(C)NC(=O)N(C)C[C@H]1Oc2c(NS(=O)(=O)c3ccccc3)cccc2C(=O)N([C@H](C)CO)C[C@@H]1C
41	0.0	2.5	6.8	101.5	100.5	93.1	96.4	101.0	CN1CCN(CC(=O)Nc2ccc(OCc3ccccc3)cc2)CC1
42	5.0	-7.5	1.8	103.8	101.6	107.5	98.5	94.3	CN(C(=O)COC(=O)c1c2c(nc3ccccc13)/C(=C/c1cccc([N+](=O)[O-])c1)CCC2)C1CCS(=O)(=O)C1 (centres undefined)
43	1.0	4.0	3.9	93.0	88.8	/	92.4	88.1	CCn1c(=O)n(CC)c2cc(S(=O)(=O)N3CCc4ccccc43)ccc21
44	0.0	2.8	-3.8	101.1	93.2	103.9	102.6	103.1	CN(C)S(=O)(=O)c1ccc(NC(=O)N2CCN(c3cccc(C(F)(F)F)c3)CC2)cc1
45	0.0	-2.1	5.7	94.1	91.5	96.6	90.9	/	CCN(CC)S(=O)(=O)c1ccc(NC(=O)C(C)N(c2ccc(OC)cc2)S(C)(=O)=O)cc1 (centres undefined)
46	0.0	-0.3	-5.8	110.1	110.0	100.5	104.5	101.6	CC(=O)c1cc(C#N)c(Oc2ccc(Cl)cc2Cl)nc1C
47	0.0	15.5	-6.8	95.8	99.7	100.5	102.0	103.1	CCc1c(C)nc(N2CCOCC2)[nH]c1=O
48	1.0	2.5	1.2	103.2	94.5	107.5	100.3	101.9	COc1ccc(/C=C(/NC(=O)c2ccccc2)C(=O)N2CCC(C)CC2)cc1
49	2.0	-5.8	7.8	108.9	100.2	107.1	101.9	100.6	CCOC(=O)c1ccc(S(=O)(=O)Nc2ccc(N3CCOCC3)cc2)cc1
50	0.0	-1.4	-7.1	102.7	87.9	99.2	102.8	90.3	O=C1N(Cc2cccc(Cl)c2)C[C@@H]2C[C@@H](c3ccsc3)N3CCC[C@@]123
51	1.0	12.7	6.9&-7.3	95.3	86.5	83.7	88.3	85.7	Cc1nc(SCCCSc2n[nH]c(C)n2)n[nH]1
52	0.0	5.0	4.2	91.0	126.6	84.5	98.5	91.9	CCCCCc1ccc(OCCCC[n+]2ccc(C)cc2)c(CCCCC)c1
53	0.0	6.5	0.1	96.4	97.9	98.8	97.5	99.8	COc1ccc(NC(=O)C(NC(C)=O)C(=O)NCc2ccccc2OC)cc1 (centres undefined)
54	0.0	-1.6	-4.7	205.2*[may fluoresce violet]	97.9[may fluoresce violet]	?	62.7[may fluoresce violet]	?	Cc1c(NS(=O)(=O)CC23CCC(CC2=O)C3(C)C)c(=O)n(-c2ccccc2)n1C (centres undefined)
55	2.0	7.3	-12.3	91.0	87.5	99.2	92.6	94.7	O=C(CN1CCCCC1)Nc1ccc(NC(=O)c2ccc(Cl)cc2)cc1Cl
56	0.0	-8.9	-2.7	95.8	107.4	98.0	97.0	100.6	O=C(c1ccc2c3c(cccc13)CC2)C1CCCN(Cc2ccccn2)C1 (centres undefined)
57	2.0	-4.4	0.0	99.6	95.2	105.5	98.6	99.1	O=C(COc1ccc(Br)cc1)NCCNC(=O)c1cccnc1
58	0.0	5.4	-4.7	100.9	105.0	104.6	111.1	104.7	COc1ccc(C(=O)Nc2nnc(CCS(=O)(=O)c3ccc(C)cc3)s2)cc1
59	0.0	10.9	16.5	107.0	103.9	109.3	105.7	115.5	CCc1ccccc1NC(=O)NC1CCCCC1
60	0.0	-10.8	7.7	99.2	96.3	99.1	98.4	99.1	COc1cc(C2C(C#N)=C(N)Oc3n[nH]c(-c4ccccn4)c32)cc(OC)c1OC (centres undefined)
61	1.0	-3.6	-0.1	98.9	104.1	103.7	105.4	100.2	COc1cccc(-c2cc(C(F)(F)F)nc(-n3ccc([N+](=O)[O-])n3)n2)c1
62	2.0	1.1	4.7	100.2	93.5	100.3	95.3	97.1	CC(OC(=O)c1cc(=O)[nH]c2ccccc12)C(=O)NCc1ccccc1 (centres undefined)
63	3.0	0.7	6.1	92.9	90.7	86.3	88.7	84.9	Fc1cc2ncn(Cc3ccccc3)c2cc1F
64	7.0	0.5	4.3	98.8	102.9	102.9	99.6	93.8	COC(=O)c1cc2occc2n1Cc1nc(-c2ccccc2Cl)oc1C

Records listed above shown as hits in MEP2-GFP yeast.
entry	GRK2 aptamer HTS	VLA-4 inh	JMJD2C inh	MEP2-GFP yeast	LAP4-GFP MLPCN	CIT2-GFP yeast	RPL19A TOR yeast	AGP1-GFP MLPCN	molecule
54	0.0	-1.6	-4.7	205.2*[may fluoresce violet]	97.9[may fluoresce violet]	?	62.7[may fluoresce violet]	?	Cc1c(NS(=O)(=O)CC23CCC(CC2=O)C3(C)C)c(=O)n(-c2ccccc2)n1C (centres undefined)

Screening data: PubChem, several laboratories
